# Bioassay records (PubChem BioAssay)
# MEKK2mut PB1 HTS = MEK5 binding signal on mutant MEKK2 PB1, primary screen, biochemical, multiplex bead flow cytometry, Alexa488-MEK5. Alexa488-MEK5 binding to MEKK2 mutant. percent response, % at 10 µM. 290,000 tested, 0.35% active. AID 1530, 2009; in the data active means percent response above about 24%, passing the limit was not always enough; further: inactives centre near 1; some results filed as inactive read as strong as hits; reference of the scale not given here
# IDE cell inh = human IDE inhibitors in live cells, primary screen, fluorescence polarization, HEK cells, FAbetaB substrate. Insulin-degrading enzyme (Homo sapiens), P14735. FAbetaB cleavage. inhibition, % at 5.59 µM. 320,000 tested, 0.41% active. AID 434962, 2010;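 active means percent inhibition above the average of all tested compounds plus 3 SD, set per screening campaign, cut at about 16% in these data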;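 further: IDE supplied by intact live HEK cells; FP after avidin binding of uncleaved biotin substrate so inhibition keeps polarization high; 0% = DMSO wells and 100% = 60 µM reference IDE inhibitor Ii1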
# IDE act = human IDE activators in live cells, primary screen, fluorescence polarization, HEK cells, FAbeta-B substrate; Insulin-degrading enzyme (Homo sapiens), P14735; FAbeta-B cleavage; 0% vehicle, 100% cell-free pure enzyme wells; activation, % at 5.96 µM; 340,000 tested, 0.073% active;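 active means activation above the mean of all tested compounds plus 3 SD, set per screening campaign, cut at about 17% in these data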
# MEKK3 PB1 HTS = modulators of MEKK3-MEK5 PB1 binding, primary screen, biochemical, wildtype MEKK3, multiplex bead flow cytometry, Alexa488-MEK5; 290,000 tested, 1.4% active; bead-based flow cytometry, Alexa488-MEK5 binding to MEKK3; actives lie on both sides; 0 = blocked by unlabeled MEK5, 100 = vehicle; Mitogen-activated protein kinase kinase kinase 3 (Homo sapiens), Q99759; binding response (% of control), % at 10 µM;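 active means binding response more than 3 SD above or below the average of its plate-row segment, actives on both sides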;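 further: Alexa488 bead fluorescence after subtracting the streptavidin-only scavenger bead signal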
# Target sequence (Q99759 whole entry, looked up): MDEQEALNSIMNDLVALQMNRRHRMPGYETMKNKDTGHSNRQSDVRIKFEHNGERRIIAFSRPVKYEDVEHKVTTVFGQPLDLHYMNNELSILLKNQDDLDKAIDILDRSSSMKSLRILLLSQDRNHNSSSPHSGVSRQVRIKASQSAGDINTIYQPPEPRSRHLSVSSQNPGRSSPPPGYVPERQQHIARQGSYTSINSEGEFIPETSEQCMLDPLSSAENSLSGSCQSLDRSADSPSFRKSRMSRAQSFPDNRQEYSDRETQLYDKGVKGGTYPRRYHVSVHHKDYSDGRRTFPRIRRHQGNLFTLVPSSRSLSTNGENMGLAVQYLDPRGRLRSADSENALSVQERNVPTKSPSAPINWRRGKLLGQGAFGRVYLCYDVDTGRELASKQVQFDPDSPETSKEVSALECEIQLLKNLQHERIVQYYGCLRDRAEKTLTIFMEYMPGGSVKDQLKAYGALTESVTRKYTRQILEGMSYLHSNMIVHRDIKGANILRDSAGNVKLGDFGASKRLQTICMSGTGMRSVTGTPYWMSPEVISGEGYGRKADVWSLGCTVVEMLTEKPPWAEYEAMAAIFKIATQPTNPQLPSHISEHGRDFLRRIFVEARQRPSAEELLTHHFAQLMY
# PfM18AAP inh = PfM18AAP inhibitors, malaria aminopeptidase, primary screen, biochemical, QFRET, recombinant enzyme. M18 aspartyl aminopeptidase (Plasmodium falciparum 3D7). H-Glu-NHMec fluorogenic cleavage. inhibition, % at 7.35 µM. 290,000 tested, 1.2% active. AID 1822, 2009;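 active means inhibition above the campaign mean inhibition over all tested compounds plus 3 SD, cut at about 28% in these data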;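 further: 0% = plate median of test compound wells and 100% = 2 mM ZnCl2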
# MEKK2 WT-MEK5 = modulators of MEK5 binding to wildtype MEKK2, primary screen, biochemical, multiplex bead flow cytometry, Alexa488-MEK5; 290,000 tested, 1.1% active; Alexa488-MEK5 binding to MEKK2 WT; actives lie on both sides; AID 1531, 2009; binding response (% of control), % at 10 µM; Mitogen-activated protein kinase kinase kinase 2 (Homo sapiens), Q9Y2U5; in the data active means binding response below about 67% or above about 130%
# pCIP destab = p/CIP-EGFP fusion destabilizers, primary screen, fluorescence, F442A cells | Q05BA5 | 16 h | decrease of EGFP signal, % at 10 µM | 290,000 tested, 0.01% active;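 active means EGFP signal decrease of at least 30% at 10 µM or well 3 SD below plate mean, unless failing retest; inactive means the rest, including hits failing retest or dose response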; further: some compounds called inactive have numbers as strong as hits; many of its hits are not listed in these tables
# NALP1 inh = NALP1 inflammasome inhibitors in reconstituted yeast, colorimetric, S. cerevisiae, triplicate retest. S. cerevisiae NALP1/ASC/caspase-1 growth, X-gal OD620, 72 h. inhibition, % at 10 µM. 280,000 tested, 0.61% active. AID 2071, 2009; in the data active means inhibition mostly above about 24%, no sharp cut-off; inactive means mostly below about 32%; further: some compounds called inactive have numbers as strong as hits
# SUMO HTRF inh = inhibitors of in vitro SUMOylation cascade, primary screen, biochemical, HTRF, uHTS; SUMO-conjugating enzyme UBC9 (Homo sapiens), P63279; HTRF SUMOylation assay, SAE1/SAE2 + UBC9; inhibition, % at 35 µM; 290,000 tested, 0.36% active; AID 2006, 2009; in the data active means inhibition above about 50%, passing the limit was not always enough; further: strong numbers were not always called active
# Target sequence (P63279 whole entry, looked up): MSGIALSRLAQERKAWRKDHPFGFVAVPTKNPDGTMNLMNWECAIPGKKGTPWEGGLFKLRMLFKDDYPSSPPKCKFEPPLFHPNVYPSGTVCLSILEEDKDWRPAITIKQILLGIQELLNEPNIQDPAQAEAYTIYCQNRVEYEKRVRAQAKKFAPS
# * = called active by the depositor; nt = no result given. An excerpt; the hit share may differ from the screen's.
SMILES,MEKK2mut PB1 HTS,IDE cell inh,IDE act,MEKK3 PB1 HTS,PfM18AAP inh,MEKK2 WT-MEK5,pCIP destab,NALP1 inh,SUMO HTRF inh
FC(F)(F)c1nc2ccccc2nc1N/N=C/c1ccc(Cl)cc1,9,-4,0,102,7,103,14,-4,-9
Cc1nc2ccc(Cl)cc2nc(C)/c1=N\O,-3,8,1,93,0,93,-7,3,9
COc1ccccc1OCC#CCSc1ncccn1,1,6,0,103,-6,102,8,18,-9
COc1ccc2ccccc2c1CN1CCN(C(=O)c2ccco2)CC1,-7,5,-4,100,-6,96,-10,0,0
CC(C)(C)c1ccc(S(=O)(=O)NCCc2ccncc2)cc1,-4,6,-2,92,-2,95,-1,-3,-1
CC(C)(C)NC(=O)c1ccc2c(c1)N(CC(=O)N1CCN(c3ccccc3F)CC1)C(=O)C(C)(C)O2,0,-4,7,107,2,101,-10,18,10
Cc1nc2ccc(-n3ccc(=O)cc3)cc2s1,-2,-3,4,96,-7,92,-1,16,22
CCCn1cnc2cc(NCc3ccc(Br)cc3)ccc21,3,2,1,97,18,104,-12,0,9
O=C1c2ccccc2NC(c2cn[nH]c2-c2ccc(Cl)cc2)N1O (stereo unspecified),4,10,-13,110,-9,106,-1,35,-10
CCCCNC(=O)c1ccccc1NC(=O)CCC,0,0,-1,119,0,109,-4,-3,8
O=C(O)C1CCN(C(=O)c2ccc(Cl)cc2)CC1,-2,-2,3,106,-2,102,-2,8,-8
O=[N+]([O-])c1cc(S(=O)(=O)CCCN2CCOCC2)ccc1F,-7,-7,-1,95,-3,91,-23,2,25
COc1ccc(CNC(=O)/C=C/c2ccc(OCCCF)cc2)cc1OC,7,7,0,99,-4,104,3,0,-3
O=C(NCc1ccccc1Cl)C1CCN(c2ncnc3c2nc2n3CCCCC2)CC1,3,-6,3,101,-14,102,-8,12,nt
COc1ccc(-n2c(C)n[nH]c2=O)cc1OC,-4,-2,1,94,-8,94,-1,3,-25
O=C(OCCC1Oc2cccnc2NC1=O)c1ccc(Cl)cc1 (stereo unspecified),1,3,-2,101,-3,105,-1,-5,0
Cc1cc(NC(=O)CSc2nnnn2Cc2ccccc2)no1,13,0,3,105,-10,112,-6,7,25
CCn1c(COc2ccc(OC)cc2)nnc1SCC(=O)Nc1cc(OC)ccc1OC,-1,-7,9,92,0,94,-7,nt,-9
CCCCCCNc1cc2n(c(=O)n1)CCc1cc(OC)c(OC)cc1-2,7,10,-8,104,-3,102,-18,-3,30
CON(C)c1nc(Oc2ccc(=O)[nH]n2)nc(N(C)C)n1,2,4,4,105,1,105,2,9,-8
O=C1N(CC(=O)N2CCc3ccccc32)CCN1Cc1ccccc1Cl,-1,0,-5,107,-8,109,5,10,1
Cn1c(=O)oc2cc(S(=O)(=O)N3CCCC(C(=O)Nc4nccs4)C3)ccc21 (stereo unspecified),nt,5,-1,nt,6,nt,-14,1,0
CC(C)CC(=O)N1CCC(O)(CS(=O)(=O)Cc2ccc(Cl)cc2)CC1,-3,-3,7,96,6,98,22,-3,-16
COCCNC(=S)N(CCO)Cc1cc2cc3c(cc2[nH]c1=O)OCO3,2,2,1,94,-4,96,3,25,6
COCCn1c(=S)[nH]c2ccccc21,-9,0,6,100,2,89,-4,12,8

# Profiles, looked up by structure:
# CC(C)(C)c1ccc(S(=O)(=O)NCCc2ccncc2)cc1 is listed as MEKK2mut PB1 HTS: -4; IDE cell inh: 6; IDE act: -2; MEKK3 PB1 HTS: 92; PfM18AAP inh: -2; MEKK2 WT-MEK5: 95; pCIP destab: -1; NALP1 inh: -3; SUMO HTRF inh: -1
# O=C(OCCC1Oc2cccnc2NC1=O)c1ccc(Cl)cc1 (stereo unspecified) is listed as MEKK2mut PB1 HTS: 1; IDE cell inh: 3; IDE act: -2; MEKK3 PB1 HTS: 101; PfM18AAP inh: -3; MEKK2 WT-MEK5: 105; pCIP destab: -1; NALP1 inh: -5; SUMO HTRF inh: 0
# O=C(NCc1ccccc1Cl)C1CCN(c2ncnc3c2nc2n3CCCCC2)CC1 is listed as MEKK2mut PB1 HTS: 3; IDE cell inh: -6; IDE act: 3; MEKK3 PB1 HTS: 101; PfM18AAP inh: -14; MEKK2 WT-MEK5: 102; pCIP destab: -8; NALP1 inh: 12; SUMO HTRF inh: nt

# The listing continues:
SMILES,MEKK2mut PB1 HTS,IDE cell inh,IDE act,MEKK3 PB1 HTS,PfM18AAP inh,MEKK2 WT-MEK5,pCIP destab,NALP1 inh,SUMO HTRF inh
Cc1ccc(O)c(/C=N/NC(=O)Cc2ccc(Cl)cc2)c1,5,-1,-1,103,4,100,13,8,2
CCOC(=O)N1CCN(S(=O)(=O)c2cc(OCC(N)=O)c(C)cc2Cl)CC1,-5,6,7,92,-5,99,-7,12,19
Cc1nc(C)c(-c2ccc(SCc3ccc([N+](=O)[O-])cc3)nn2)s1,-1,-5,8,100,-4,102,-9,15,-4
Nc1cc(-c2ccc(Br)cc2)[nH]n1,-3,0,-1,86,-3,88,6,3,-22
CCOC(=O)C1=C(CN2CCOCC2)NC(=O)NC1c1cccc([N+](=O)[O-])c1 (stereo unspecified),7,-3,-5,105,-1,101,-11,5,13
CN(C)CCNc1nc(S(=O)(=O)c2ccccc2)c(Cl)s1,-6,10,-2,100,3,96,-8,9,8
CCOC(=O)c1c2n(c3ccc(OC(C)=O)cc13)CCC2,7,-1,4,107,-7,110,-7,25,9
Cc1noc(/C=C/c2ccccn2)c1[N+](=O)[O-],8,-5,7,107,17,110,-5,41*,0
COc1ccc(CNC(=O)COC(=O)c2c[nH]c(=O)[nH]c2=O)cc1OC,1,6,4,101,6,99,-5,4,6
Cc1noc(C)c1COc1cccc(C(=O)NCc2cccc(Cl)c2)c1,8,-4,4,108,6,109,9,26,-24
O=C(Nc1ccc(F)cc1)C(Cc1ccccc1)n1cccc1 (stereo unspecified),7,-1,-3,111,3,111,0,nt,2
COc1ccc(N2CCN(S(=O)(=O)c3cccs3)CC2)cc1,-2,4,2,94,3,98,-4,nt,-7
Cc1c(C(=O)NC(C)C2CC3CCC2C3)cccc1[N+](=O)[O-] (stereo unspecified),-8,-5,5,97,-14,99,-2,11,8
O=C(c1ccc(NC(=O)C2(c3ccccc3)CCCC2)cc1)N1CCOCC1,-21,9,nt,95,-1,99,-8,nt,-25
COc1ccc(C(=O)OCC2CC(c3ccccc3)=NO2)cc1OC (stereo unspecified),-3,2,2,96,3,98,0,7,4
CCOC(=O)N1CCN(C(=O)C(=O)NNC(=O)COc2ccc(Cl)cc2)CC1,4,4,-2,101,9,108,-1,7,-2
COc1cc2[nH]c3c(=O)n4c(nc3c2cc1OC)SCCC4,7,-3,4,106,2,108,13,-18,6
CCCSc1nnc(NC(=O)Nc2ccccc2)s1,15,-3,-6,101,-1,104,-9,24,-13
CCSc1nc(N)nc(-c2cccs2)c1C#N,7,-4,-1,106,-7,107,0,12,-8
O=C(CSc1nc2ccccc2c(=O)n1Cc1ccccc1)Nc1ccc(Br)cc1C(=O)O,0,7,-3,100,-2,95,6,2,2
COc1ccccc1-c1nc(S(=O)(=O)c2ccccc2)c(N2CCOCC2)o1,9,4,-3,101,-11,105,2,3,2
COc1cc(C2SC(C)C(=O)N2CCc2ccccc2)cc(OC)c1OC (stereo unspecified),0,-3,-2,100,-11,100,1,1,7
CCC1CCCCN1Cc1ccc(OC)c(C)c1C (stereo unspecified),4,4,1,107,9,107,-8,2,2
O=C(NCc1ccco1)C(=O)NCC(c1ccco1)N1CCOCC1 (stereo unspecified),5,1,0,107,-12,106,-7,-21,12
CCC(C)NC(=O)C(=O)NC1CCCC1 (stereo unspecified),0,nt,9,99,-1,97,-1,25,-4
# Going on with the list:
SMILES,MEKK2mut PB1 HTS,IDE cell inh,IDE act,MEKK3 PB1 HTS,PfM18AAP inh,MEKK2 WT-MEK5,pCIP destab,NALP1 inh,SUMO HTRF inh
COCCNCCCOc1ccc(Cl)cc1Br,-1,-2,2,101,1,107,-2,6,12
CC1=C(C)C(=O)N(CCC(=O)O)C1=O,4,-3,2,99,1,102,-19,33,11
CCN(CC)CCCN=Cc1c(O)n(-c2ccccc2C)c(=O)c2ccccc12,4,-2,2,104,-1,106,6,8,14
CN(C)C(=O)CSc1nnc([C@H](Cc2c[nH]c3ccccc23)NC(=O)OC(C)(C)C)o1,-3,7,6,114,nt,111,5,-22,21
CC(C)C1CC(CCN)(Cc2ccccc2)CCO1 (stereo unspecified),-14,6,nt,84,-7,78,-4,12,-8
c1ccc(-n2ncc3c(NCc4cccs4)ncnc32)cc1,-3,-6,-3,99,1,95,0,11,-11
Cc1cccc(Nc2ncnc(N)c2[N+](=O)[O-])n1,-5,7,6,92,3,87,3,-13,-4
COc1ccccc1NC(=O)Cn1nc(Cc2cccnc2)c2ccccc2c1=O,-6,-3,3,98,6,101,2,nt,-19
CCOC(=O)C1=C(C)OC(N)=C(C#N)C1c1c(C)nn(-c2ccccc2)c1Cl (stereo unspecified),2,-4,4,111,7,115,-7,37,7
NS(=O)(=O)c1ccc(CCNC(=S)Nc2ccccc2)cc1,0,-4,5,107,-8,100,-1,18,-3
COc1ccc(-c2csc(-c3cccs3)n2)cc1OC,-6,6,-4,92,-2,93,22,12,15
C=CCC(C=C)[N+]1(CC(=O)OC)CCCCC1 (stereo unspecified),-16,3,nt,79,-13,84,-8,20,-12
C=CCC1CCC/C(=N\NS(=O)(=O)c2ccc(C)cc2)C1 (stereo unspecified),3,3,-1,100,6,97,11,3,-7
COc1ccc(C)cc1S(=O)(=O)n1c([N+](=O)[O-])cnc1C,-1,-2,1,100,-4,104,0,14,17
CCCNC(=O)Nc1ccc(C)cc1C,-2,5,1,103,1,94,-2,24,27
CC(=O)Nc1ccc2oc(-c3ccccc3Br)nc2c1,nt,6,-1,nt,-3,nt,-31,19,20
O=C(N/N=C/C=C\c1ccccc1[N+](=O)[O-])c1ccccn1,3,-4,-3,101,8,103,1,34,-1
O=C(Nc1nc2c(F)cc(F)cc2s1)C1CC1,-3,-1,8,99,-14,95,-4,-7,-2
Cc1ccc(S(=O)(=O)N(CC(=O)Nc2cccc([N+](=O)[O-])c2)Cc2ccc(Cl)cc2)cc1,2,-5,0,117,1,129,9,12,-36

# Reformatted: results already given.
Molecule	MEKK2mut PB1 HTS	IDE cell inh	IDE act	MEKK3 PB1 HTS	PfM18AAP inh	MEKK2 WT-MEK5	pCIP destab	NALP1 inh	SUMO HTRF inh
CCCNC(=O)Nc1ccc(C)cc1C	-2	5	1	103	1	94	-2	24	27
CC(=O)Nc1ccc2oc(-c3ccccc3Br)nc2c1	nt	6	-1	nt	-3	nt	-31	19	20
O=C(N/N=C/C=C\c1ccccc1[N+](=O)[O-])c1ccccn1	3	-4	-3	101	8	103	1	34	-1
O=C(Nc1nc2c(F)cc(F)cc2s1)C1CC1	-3	-1	8	99	-14	95	-4	-7	-2
